TEAD-YAP block = TEAD-YAP interaction inhibition. HEK-TIYL cells, TEAD-Gal4/YAP UAS-luciferase luminescence. inhibition, % at 9.12 µM. hit rate 1.4% among 640,000; in the data active = inhibition above about 32%;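 also: 0% = median of test compound wells and 100% = reference inhibitor wells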
GPR151 activ = human GPR151 activation. Q8TDV0. PathHunter beta-arrestin GPR151 cells, luminescence. activation, % at 11.2 µM. hit rate 1% among 650,000; in the data active = activation above about 4.9%;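 also: 0% = median of compound wells and 100% = cells with positive control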
Target sequence (Q8TDV0 whole entry, looked up): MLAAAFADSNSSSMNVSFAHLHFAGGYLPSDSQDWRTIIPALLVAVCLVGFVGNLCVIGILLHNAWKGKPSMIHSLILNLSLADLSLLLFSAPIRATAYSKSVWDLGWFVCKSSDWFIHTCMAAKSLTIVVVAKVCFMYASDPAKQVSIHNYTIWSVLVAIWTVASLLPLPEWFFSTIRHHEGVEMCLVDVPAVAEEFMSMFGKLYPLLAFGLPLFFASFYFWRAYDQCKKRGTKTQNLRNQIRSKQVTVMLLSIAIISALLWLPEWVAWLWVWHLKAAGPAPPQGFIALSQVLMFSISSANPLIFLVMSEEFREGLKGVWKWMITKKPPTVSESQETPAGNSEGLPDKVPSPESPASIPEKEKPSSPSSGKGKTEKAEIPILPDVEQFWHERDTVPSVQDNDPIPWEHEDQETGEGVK
MITF primary = human MITF inhibition, primary screen; AlphaScreen MITF homodimerization, bead proximity signal; inhibition, % at 2.6 µM; hit rate 0.91% among 650,000; in the data active = inhibition above about 50%;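 also: 0% = vehicle wells with protein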
Target sequence (O75030 whole entry, looked up): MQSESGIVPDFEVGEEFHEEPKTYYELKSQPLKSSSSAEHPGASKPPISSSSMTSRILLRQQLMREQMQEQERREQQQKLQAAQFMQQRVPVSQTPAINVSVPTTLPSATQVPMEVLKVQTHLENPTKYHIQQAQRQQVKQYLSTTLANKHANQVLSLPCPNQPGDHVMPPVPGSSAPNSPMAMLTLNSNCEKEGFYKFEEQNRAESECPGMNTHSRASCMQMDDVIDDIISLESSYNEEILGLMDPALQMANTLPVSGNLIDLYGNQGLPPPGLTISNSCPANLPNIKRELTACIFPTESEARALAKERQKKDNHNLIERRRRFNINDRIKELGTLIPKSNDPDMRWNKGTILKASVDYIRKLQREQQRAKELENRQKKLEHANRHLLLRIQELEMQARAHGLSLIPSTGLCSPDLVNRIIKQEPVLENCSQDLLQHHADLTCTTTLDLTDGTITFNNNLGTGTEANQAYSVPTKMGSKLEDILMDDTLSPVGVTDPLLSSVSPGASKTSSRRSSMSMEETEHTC
FBW7 act = human FBW7 E3 ligase activation, primary screen; AID 1259310; AlphaScreen FBW7–phospho-cyclin E peptide binding, activator screen; hit rate 0.13% among 650,000; normalized activity (activation), % at 26.1 µM; in the data active = normalized activity above about 1.9%;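 also: purified mutant Fbw7 with reduced substrate affinity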
* marks the source's active call; other numbers are inactive results. Compounds were not picked by outcome; any-hit rate near 3.5%.

Screening COC(=O)Cn1c(=NC(=O)c2ccccc2[N+](=O)[O-])sc2ccccc21 returned TEAD-YAP block -25.4, GPR151 activ -1.1, MITF primary 3.5 and FBW7 act -0.1.
Screening CCOCCCNC(=O)c1ccc2c(c1)N(Cc1ccccc1)C(=O)CS2 returned TEAD-YAP block 12.4, GPR151 activ 0.7, MITF primary 7.2 and FBW7 act 0.4.
`CCCCNc1nc(SCc2ccc(Cl)cc2)nc2ccccc12` gave TEAD-YAP block 2.6, GPR151 activ -1.3, MITF primary 15.9 and FBW7 act 0.9.
Screening Cc1cc(NC(=O)CCCC(=O)NCc2ccccc2)no1 returned TEAD-YAP block 0.0, GPR151 activ 0.2, MITF primary 3.9 and FBW7 act -0.2.
For CCOc1ccc(-n2c(=O)c3c(C)c(C)sc3n(CC(=O)NC3CCCC3)c2=O)cc1 the results were TEAD-YAP block -3.0, GPR151 activ -0.2, MITF primary -0.6 and FBW7 act -0.1.
Screening O=C(C(Sc1ccccc1)c1ccccc1)N1CCCc2ccccc21 (stereo unspecified) returned TEAD-YAP block -90.2, GPR151 activ 1.7, MITF primary -9.4 and FBW7 act 0.4.
Cc1nc2sccn2c1-c1nnc(SCc2ccc(Cl)cc2Cl)n1C was read as TEAD-YAP block -8.0, GPR151 activ -0.3, MITF primary 3.1 and FBW7 act 0.0.
Screening CCS(=O)(=O)CCNc1ccccc1 returned TEAD-YAP block -3.2, GPR151 activ -1.4, MITF primary -5.6 and FBW7 act -0.1.
Screening O=C(C1CCCN1S(=O)(=O)c1cccc2cccnc12)N1CC=C(c2ccccc2)CC1 (stereo unspecified) returned TEAD-YAP block -5.3, GPR151 activ 0.9, MITF primary -4.4 and FBW7 act -0.1.
`COc1cccc(CN2C(=O)NC(C)(C3CCN(Cc4ccc(C)o4)CC3)C2=O)c1OC` (stereo unspecified) gave TEAD-YAP block 3.6, GPR151 activ 0.3, MITF primary -4.5 and FBW7 act -0.1.
`O=C(Nc1ccc(F)cc1F)c1cccs1` gave TEAD-YAP block -32.6, GPR151 activ -4.2, MITF primary 1.9 and FBW7 act 0.0.
CN1C(=O)S/C(=C/c2ccc(Sc3ccccc3)o2)C1=O was read as TEAD-YAP block -24.3, GPR151 activ -2.1, MITF primary 7.1 and FBW7 act 0.4.
For COc1ccc(C(=O)Nc2ccc(-c3nc4ccccc4[nH]3)cc2)cc1Cl the results were TEAD-YAP block -14.8, GPR151 activ 2.7, MITF primary 6.0 and FBW7 act 0.0.
`N#CC1=C(N)N(c2ccc(F)cc2)C2=C(C(=O)CCC2)C1c1cc(Br)cs1` (stereo unspecified) gave TEAD-YAP block 5.1, GPR151 activ -0.2, MITF primary 4.0 and FBW7 act -0.1.
Screening COC(=O)c1cc(NC(=O)c2c(C)c(-c3ccc(Cl)cc3Cl)nc3ccccc23)cc(C(=O)OC)c1 returned TEAD-YAP block 0.2, GPR151 activ 0.1, MITF primary 25.7 and FBW7 act 0.2.
`C=CCNS(=O)(=O)c1ccc(NC(=O)c2ccccc2C)cc1` gave TEAD-YAP block -13.8, GPR151 activ -0.6, MITF primary 20.2 and FBW7 act 0.3.
`CCC(=O)N1CCc2cc(S(=O)(=O)NCCc3ccc(S(N)(=O)=O)cc3)ccc21` gave TEAD-YAP block 5.2, GPR151 activ 0.2, MITF primary -8.7 and FBW7 act 0.1.
O=C(Cc1ccccc1[N+](=O)[O-])N1CCN(c2ccccc2F)CC1 was read as TEAD-YAP block -10.2, GPR151 activ -0.7, MITF primary 7.3 and FBW7 act -0.1.
CCOc1ccccc1CNCc1c(C(=O)O)n(Cc2ccc(F)cc2)c2ccccc12 was read as TEAD-YAP block 10.0, GPR151 activ -0.5, MITF primary 2.5 and FBW7 act 0.0.
For O=[N+]([O-])c1ccc(Br)c2cccnc12 the results were TEAD-YAP block 7.3, GPR151 activ 1.7, MITF primary 6.8 and FBW7 act -0.2.

Arranged by heavy-atom count (falling): some entries from above
`COc1cccc(CN2C(=O)NC(C)(C3CCN(Cc4ccc(C)o4)CC3)C2=O)c1OC` (stereo unspecified) gave TEAD-YAP block 3.6, GPR151 activ 0.3, MITF primary -4.5 and FBW7 act -0.1.
For CCOc1ccc(-n2c(=O)c3c(C)c(C)sc3n(CC(=O)NC3CCCC3)c2=O)cc1 the results were TEAD-YAP block -3.0, GPR151 activ -0.2, MITF primary -0.6 and FBW7 act -0.1.
Screening CCOCCCNC(=O)c1ccc2c(c1)N(Cc1ccccc1)C(=O)CS2 returned TEAD-YAP block 12.4, GPR151 activ 0.7, MITF primary 7.2 and FBW7 act 0.4.
Screening O=C(C(Sc1ccccc1)c1ccccc1)N1CCCc2ccccc21 (stereo unspecified) returned TEAD-YAP block -90.2, GPR151 activ 1.7, MITF primary -9.4 and FBW7 act 0.4.
O=C(Cc1ccccc1[N+](=O)[O-])N1CCN(c2ccccc2F)CC1 was read as TEAD-YAP block -10.2, GPR151 activ -0.7, MITF primary 7.3 and FBW7 act -0.1.
`CCCCNc1nc(SCc2ccc(Cl)cc2)nc2ccccc12` gave TEAD-YAP block 2.6, GPR151 activ -1.3, MITF primary 15.9 and FBW7 act 0.9.
`C=CCNS(=O)(=O)c1ccc(NC(=O)c2ccccc2C)cc1` gave TEAD-YAP block -13.8, GPR151 activ -0.6, MITF primary 20.2 and FBW7 act 0.3.
Screening CCS(=O)(=O)CCNc1ccccc1 returned TEAD-YAP block -3.2, GPR151 activ -1.4, MITF primary -5.6 and FBW7 act -0.1.

More entries.
For CCN(CC)CCCNS(=O)(=O)c1cccc2nsnc12 the results were TEAD-YAP block -4.1, GPR151 activ 0.6, MITF primary 2.5 and FBW7 act -0.1.
`O=C(CSc1nnc(-c2ccco2)o1)NCC(=O)c1ccccc1` gave TEAD-YAP block 4.9, GPR151 activ 1.0, MITF primary -1.0 and FBW7 act 0.0.
For Cc1ccc2oc(-c3cc(NC(=O)c4ccc(C(C)(C)C)cc4)ccc3OC(=O)c3ccc(C(C)(C)C)cc3)nc2c1 the results were TEAD-YAP block -5.6, GPR151 activ 1.1, MITF primary -6.2 and FBW7 act -0.2.
Cc1cc(N2CCOCC2)c2c(N)c(Br)cc(C)c2n1 was read as TEAD-YAP block 18.9, GPR151 activ 2.9, MITF primary -4.8 and FBW7 act 0.0.
CCOC(=O)c1ccc(Nc2ncnc3c2cnn3-c2ccc(Cl)cc2)cc1 was read as TEAD-YAP block 3.4, GPR151 activ 0.0, MITF primary 13.8 and FBW7 act 0.4.
CN1C(=O)NC(=O)/C(=C\c2ccc(-c3ccc(S(N)(=O)=O)cc3)o2)C1=O was read as TEAD-YAP block -7.3, GPR151 activ -1.3, MITF primary 11.8 and FBW7 act 0.0.
`CCN(Cc1ccncc1)Cc1nc(-c2ccc(OC)cc2)no1` gave TEAD-YAP block 16.2, GPR151 activ -1.0, MITF primary 8.8 and FBW7 act -0.1.
For Cc1cc(C)c2nc(N3CCCC(C(=O)NC(C)C)C3)sc2c1 (stereo unspecified) the results were TEAD-YAP block -1.1, GPR151 activ 1.2, MITF primary -5.8 and FBW7 act 0.1.
CC1(C)Cc2ccccc2-c2nnc(C(F)(F)C(F)(F)F)n21 was read as TEAD-YAP block 22.6, GPR151 activ 0.0, MITF primary -2.6 and FBW7 act 0.0.
CC(C)CCN1CCC(C2(C)NC(=O)N(CCN3CCOCC3)C2=O)CC1 (stereo unspecified) was read as TEAD-YAP block -0.1, GPR151 activ 0.1, MITF primary 15.4 and FBW7 act 0.1.
`Cc1ccn2c(-c3csc(Nc4ccc(O)cc4)n3)c(C)nc2c1` gave TEAD-YAP block -9.2, GPR151 activ -1.3, MITF primary 15.7 and FBW7 act 0.0.
NC(=S)N=Nc1c(O)n(CN2CCOCC2)c2ccccc12 was read as TEAD-YAP block 6.7, GPR151 activ 0.9, MITF primary -1.8 and FBW7 act -0.5.
Screening Cc1ccc(N=Cc2c(N3CCCC3)nc3c(C)cccn3c2=O)cc1C returned TEAD-YAP block -5.1, GPR151 activ 0.6, MITF primary -4.5 and FBW7 act -0.1.
Cc1cc(NC(=O)CCn2ccnc2C)ccc1Br was read as TEAD-YAP block -3.0, GPR151 activ 0.4, MITF primary 8.1 and FBW7 act -0.1.
Screening O=C(Nc1cccc(NC(=O)c2cc(I)ccc2Cl)c1)c1ccco1 returned TEAD-YAP block 12.0, GPR151 activ 0.1, MITF primary -9.9 and FBW7 act 0.0.
For CCN(CC)C(=O)Cn1cnc2sc(C(=O)NC(C)c3ccccc3)c(C)c2c1=O (stereo unspecified) the results were TEAD-YAP block 5.4, GPR151 activ -0.2, MITF primary 9.3 and FBW7 act -0.1.
O=[N+]([O-])c1ccc(Oc2ccc(S(=O)(=O)N3CCCCC3)cc2)cc1 was read as TEAD-YAP block -5.9, GPR151 activ 0.4, MITF primary -4.2 and FBW7 act -0.1.
Oc1ccccc1C1=NNC(c2ccc(Br)cc2)C1 (stereo unspecified) was read as TEAD-YAP block -55.8, GPR151 activ -1.0, MITF primary -10.2 and FBW7 act -0.1.
CCOC(=O)C1=C(c2ccccc2)OC(N)=C(C#N)C1c1cccnc1 (stereo unspecified) was read as TEAD-YAP block -4.9, GPR151 activ -0.5, MITF primary 6.3 and FBW7 act 0.1.
C=CCn1c(SCC(=O)Nc2ccc(F)cc2)nc2scc(-c3ccc(F)cc3)c2c1=O was read as TEAD-YAP block 4.8, GPR151 activ 0.0, MITF primary -0.3 and FBW7 act -0.1.
CCc1ccccc1N(C)S(=O)(=O)c1ccc2[nH]cc(C(=O)N3CCCCC3)c(=O)c2c1 was read as TEAD-YAP block 2.5, GPR151 activ 2.5, MITF primary 2.5 and FBW7 act -0.1.
Screening CN1CCN(c2ccc(-c3cc(C(=O)NCc4ccccc4)ccn3)cc2)CC1 returned TEAD-YAP block -11.4, GPR151 activ -1.1, MITF primary 2.9 and FBW7 act -0.1.
For O=C(Nc1cccc(-n2cccn2)c1)C1CCCN(Cc2cc3ccccc3o2)C1 (stereo unspecified) the results were TEAD-YAP block 3.7, GPR151 activ -1.3, MITF primary 4.1 and FBW7 act -0.1.
`CCn1cc(CN2CCCN(c3nc(C)c4cc(C)c(C)cc4n3)CC2)c(C)n1` gave TEAD-YAP block -0.4, GPR151 activ -0.9, MITF primary 7.9 and FBW7 act 0.9.
`CCn1c(NC(=O)c2ccc(Cn3cc(Br)cn3)o2)nc2ccccc21` gave TEAD-YAP block 12.6, GPR151 activ 0.3, MITF primary -4.2 and FBW7 act -0.1.
For C1COC(Cn2nnnc2CN2CCN(C3CCCC3)CC2)C1 (stereo unspecified) the results were TEAD-YAP block -8.3, GPR151 activ -0.6, MITF primary 2.0 and FBW7 act 0.0.
For Cc1cc(C(=O)NCCCN2CCN(c3ccccc3F)CC2)n(-c2ccccc2)n1 the results were TEAD-YAP block -2.0, GPR151 activ -0.5, MITF primary -10.7 and FBW7 act -0.2.
For COc1cc(-c2nnc(COC(=O)CN3C(=O)NC(C)(C)C3=O)o2)cc(OC)c1OC the results were TEAD-YAP block 6.0, GPR151 activ -1.9, MITF primary -8.5 and FBW7 act -0.1.
Screening CN(C1CCCCC1)S(=O)(=O)c1ccc2[nH]cc(C=O)c2c1 returned TEAD-YAP block -13.4, GPR151 activ 0.1, MITF primary 9.6 and FBW7 act 0.2.
`COc1ccc(C2CC(c3c(C)nc4ccc(Br)cc4c3-c3ccccc3)=NN2C(=O)c2ccccc2)cc1` (stereo unspecified) gave TEAD-YAP block -6.1, GPR151 activ 1.2, MITF primary -3.0 and FBW7 act -0.1.
Screening Cc1ccccc1NS(=O)(=O)c1ccc(NC(=O)Nc2cccc(F)c2)cc1 returned TEAD-YAP block -4.5, GPR151 activ -1.5, MITF primary -2.4 and FBW7 act 0.0.
For CC(C)CC(=O)Nc1nnc(C(C)(C)C)s1 the results were TEAD-YAP block -5.8, GPR151 activ 0.9, MITF primary 2.6 and FBW7 act -0.1.
Screening Cc1cc(S(=O)(=O)Nc2cc3c4c(c2)CC(=O)N4CCC3)ccc1F returned TEAD-YAP block 11.3, GPR151 activ 0.3, MITF primary -4.4 and FBW7 act -0.1.
`COc1ccc(NC(=O)CCCN2C(=O)CCC2=O)cc1Cl` gave TEAD-YAP block 11.1, GPR151 activ -0.7, MITF primary 6.5 and FBW7 act 0.0.
Screening CCOc1ccc(CN(C)CC(=O)Nc2ccccc2C(=O)Nc2ccccc2)cc1 returned TEAD-YAP block 3.8, GPR151 activ 0.3, MITF primary -6.4 and FBW7 act 0.1.
Screening COc1ccc(OC)c(N2C(=O)C3C4C=CC(C4)C3C2=O)c1 (stereo unspecified) returned TEAD-YAP block -3.9, GPR151 activ -0.8, MITF primary -1.1 and FBW7 act -0.1.
`CCOc1ccc(C(=O)Nc2sc3c(c2C(N)=O)CCN(C)C3)cc1` gave TEAD-YAP block 6.2, GPR151 activ -1.0, MITF primary 21.5 and FBW7 act 0.3.
Screening O=C(N/C(=C\c1ccc([N+](=O)[O-])cc1)C(=O)N(CCO)CCO)c1ccco1 returned TEAD-YAP block 0.2, GPR151 activ 0.9, MITF primary -1.0 and FBW7 act 0.3.
`CCc1nnc2n1N(C(C)=O)C(c1ccc(OC)cc1)=C(C(C)=O)S2` gave TEAD-YAP block 17.2, GPR151 activ -1.2, MITF primary 9.2 and FBW7 act -0.1.
For Cn1cccc1/C=C1/NC(=S)N(N)C1=O the results were TEAD-YAP block 7.2, GPR151 activ 0.4, MITF primary 25.6 and FBW7 act -0.1.
`CCC(=O)NC1=NC(=O)/C(=C/c2ccc(OCc3ccccc3F)cc2)S1` gave TEAD-YAP block -5.5, GPR151 activ 1.0, MITF primary 2.9 and FBW7 act -0.1.
For Cc1cc2cc(CNC(=O)c3ccc(F)cc3)ccc2n1C the results were TEAD-YAP block -10.1, GPR151 activ 0.8, MITF primary 16.3 and FBW7 act 0.8.

Assay outcomes deposited in PubChem by The Scripps Research Institute Molecular Screening Center.
